High-throughput results deposited in PubChem by Sanford-Burnham Center for Chemical Genomics.
H9c2 TAG inh: reduces triacylglycerol accumulation in H9c2 cells; Nile Red lipid (TAG) fluorescence; cells loaded with 200 µM oleic acid; inhibition, % at 12.5 µM; actives 0.66% (n = 230,000);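 active means pattern-corrected inhibition of lipid staining of at least 50% with the nuclear-stain viability signal not falling by more than 50%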;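 further: 0% = DMSO wells and 100% = triacsin C control wells; some results filed as inactive read as strong as hits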
H9c2 TAG inh DAPI viability: second read-out of H9c2 TAG inh, no call of its own (marks repeat the call); DAPI nuclei signal change (viability), lower = more cytotoxic, %;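 whole-well DAPI fluorescence read on a plate reader as a viability signal; minus 50 percent equals half of cells still viable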
An asterisk follows results filed as active. These rows are one share of the data; the hit share may differ from the screen's.

#	Structure	H9c2 TAG inh DAPI viability	H9c2 TAG inh
1	CC(=O)c1ccccc1NC(=O)COC(=O)/C=C/c1cccs1	2	-37
2	Cc1cccc(S(=O)(=O)NC(=O)C2(C)CCN2C(=O)C2(c3ccc(Cl)cc3)CC2)c1 (configuration not stated)	5	5
3	COc1ccc(/C(C#N)=C/c2c(-c3ccc(Cl)cc3)nc3c(C)cccn23)cc1	-5	8
4	COc1cc(OC)c(NC(=O)CCNS(=O)(=O)c2ccc3c(c2)oc(=O)n3C)cc1Cl	10	-3
5	O=C(O)c1cccc(N2C(=O)c3ccc(Oc4ccc(Cl)cc4)cc3C2=O)c1	-9	-4
6	COc1cc(/C=N/N=C2/C(=O)Nc3ccccc32)ccc1O	-10	0
7	COc1ccc(C(=O)NCC(=O)N/N=C/c2cccc(OC(=O)c3ccco3)c2)cc1OC	0	3
8	CCOC(=O)c1csc(-c2sccc2Br)n1	-11	18
9	O=C1CCN(CCCc2ccccc2)CCN1[C@H](CO)Cc1ccccc1	4	9
10	CC1CC2(CC(C)(C(=O)CSc3n[nH]c(-c4ccccc4Cl)n3)OC2=O)C(=O)O1 (configuration not stated)	1	-10
11	COc1cccc(CNC(=O)c2ccc(S(=O)(=O)N3CCCC3)cc2)c1	-2	-10
12	COc1cc(-n2c(C)nc3ncn(-c4ccccc4)c3c2=O)cc(OC)c1OC	6	-3
13	COc1ccc(CCNC(=O)Cn2c(=O)n(-c3cc(F)ccc3F)c(=O)c3sccc32)cc1OC	-10	-14
14	CCN(CC(=O)Nc1c(F)cccc1F)C(=O)CN(C)S(=O)(=O)c1ccc(F)cc1	2	-5
15	CN(C)c1ccc(NC(=O)Nc2nc(C(N)C3CCCCC3)cs2)cc1 (configuration not stated)	-26*	74*
16	COc1ccc(CC(=O)Nc2nc(-c3ccncc3)cs2)cc1	-2	9
17	COc1cc(S(=O)(=O)Nc2c(C)nn(C)c2C)ccc1NC(C)=O	6	4
18	COc1cc(CN2CCN(CC3CC3)CC2CCO)cc(OC)c1 (configuration not stated)	4	13
19	COc1cccc(NC(=O)CSc2nnc(-c3cccnc3)o2)c1	3	-2
20	Cc1nn(S(=O)(=O)N2CCOCC2)c(C)c1Br	10	-12
21	CCCCNC(=O)O[C@H]1C[C@@H]2CCN3C(=O)CCC[C@H]([C@H]1CC)[C@H]23	2	-6
22	Cc1onc(-c2c(Cl)cccc2Cl)c1C(=O)Nc1ccc(Cl)cn1	-1	5
23	Cc1ccccc1NC(=O)c1ccc(S(=O)(=O)N(C)C)cc1	1	2
24	Cc1ccc(NC(=O)c2ccc([N+](=O)[O-])o2)c(C)c1	-69	91
25	O=C(Cc1cccc(NC(=O)C2CCCN(C(=O)C3CCC3)C2)c1)Nc1cccc(C(=O)N2CCCCC2)c1 (configuration not stated)	10	8
26	Cn1c(=O)[nH]c(=O)c2c1nc(N/N=C/c1ccncc1)n2Cc1ccc(F)cc1	1	12
27	c1ccc2c(c1)nc1n2CCN1CCNC1CCCCC1	3	17
28	Cc1ccc(S(=O)(=O)N2CCN(c3ccccc3)CC2)cc1C(N)=O	-3	-4
29	Cc1cc(OCC(=O)NCCO)cc(C)c1Cl	-3	8
30	O=C(Cn1cnc2ccccc2c1=O)N1CCN(Cc2ccccc2)CC1	-2	7
31	Cn1c2ccccc2c2nnc(SCC(=O)NCc3ccoc3)nc21	-10	0
32	C[C@@H]1CN([C@H](C)CO)C(=O)CCCn2nncc2CO[C@H]1CN(C)Cc1cccc(C(=O)O)c1	1	-1
33	O=C(CSC1=NCCN1)Nc1cccc([N+](=O)[O-])c1	-3	25
34	CCSc1nnc(NC(=O)C2CCN(C(=O)c3ccc(F)cc3)CC2)s1	4	-2
35	CCN1CCc2c(C#N)c(NCc3ccccc3)nc(NCCO)c2C1	31	0
36	c1ccc(-c2sc3ccccc3c2-c2ccc(OCCN3CCCCC3)cc2)cc1	0	17
37	CC1CC(C)CN(S(=O)(=O)c2ccc(NC(=O)c3ccc(=O)[nH]c3)cc2)C1 (configuration not stated)	-22	44
38	COc1ccc(OCC(=O)NNC(=O)C(=O)Nc2ccccc2)cc1	-7	6
39	Cc1ccc(C2=CC(c3ccc(N(C)C)cc3)n3nnnc3N2)cc1 (configuration not stated)	17	-10
40	COc1cc(NC(=O)c2cccs2)c(OC)cc1NC(=O)Nc1ccc(F)cc1	1	46
41	CC1(C)NC(=O)N(CC(=O)N2CCCC(C(F)(F)F)C2)C1=O (configuration not stated)	5	16
42	NC(=O)CCn1ccc2ccccc21	-15	10
43	COCCn1c(SCC(=O)NC2CCCC2)nc2cccnc21	-3	-8
44	Cc1cc(SCC(=O)c2ccc(O)c(O)c2)nc2ccccc12	-5	4
45	CC(C)[C@H](NS(=O)(=O)c1ccccc1F)C(=O)OCC(=O)Nc1cccc(S(N)(=O)=O)c1	-4	9
46	C#CCOCCOCCOCCNc1nc(N2CCN(C(=O)CCCCCCCCCCNC(=O)[C@@H](CCSC)n3cc(CCO)nn3)CC2)nc(N2CCN(C(=O)CCCCCCCCCCNC(=O)[C@H](CCSC)n3cc(CCO)nn3)CC2)n1	7	-59
47	O=C(C1CCN(S(=O)(=O)c2cccc3cccnc23)CC1)N1CCc2ccccc21	8	-7
48	O=C(CCNS(=O)(=O)c1ccc2c(c1)CCC(=O)N2)NCc1ccc2c(c1)OCO2	-3	-1
49	O=c1[nH]c(CSc2nnnn2-c2ccc(Cl)cc2)nc2ccccc12	4	-3
50	COc1ccc(-n2nnc3c(=O)n(CC(=O)N4CCCc5ccccc54)cnc32)cc1	-2	2
51	Cc1cccc(Nc2ncnc3nc[nH]c23)c1	17	-15
52	COc1cc(C2c3cc4c(cc3OC(N3CCCC3)C2C)OCO4)cc(OC)c1O (configuration not stated)	-8	3
53	Cc1cccc(N(Cc2ccccc2)C(=O)Cc2ccc(S(=O)(=O)N3CCOCC3)s2)c1	-4	-6
54	N#CC1(NC(=O)COC(=O)c2ccccc2SCC(=O)N2CCCC2)CCCCC1	1	-1
55	O=C(O)c1ccccc1-c1ccccc1C(=O)Nc1ccc2oc(=O)c3ccccc3c2c1	3	6
56	COc1ccc(-c2nc(SC(CC(=O)NCCO)c3cccs3)n[nH]2)cc1 (configuration not stated)	-1	0

Remaining list, next part
#	Structure	H9c2 TAG inh DAPI viability	H9c2 TAG inh
57	COCCn1c(NCc2ccco2)nc2c1c(=O)[nH]c(=O)n2C	-12	7
58	CCOc1cc(S(=O)(=O)NCC2CCCO2)ccc1F (configuration not stated)	-4	-9
59	COc1cc(/C=C/C(=O)Nc2ccc(C(C)=O)cc2)cc(OC)c1OC	16	-10
60	CCOC(=O)c1c(-c2ccccc2)csc1NC(=S)N(CC)CC	5	-10
61	Cc1ccc(S(=O)(=O)N2CCCCC2)cc1NC(=O)Cn1ncc(Cl)c(Cl)c1=O	-13	48
62	N=c1c(-c2nc3ccccc3[nH]2)cc(C(=O)c2cccs2)nn1-c1ccccc1	-11	28
63	COc1cc(/C=N/NC(=O)c2ccc(O)cc2)ccc1Oc1ccc([N+](=O)[O-])cn1	6	-1
64	CCOc1ccc(NS(=O)(=O)c2ccc3c(c2)N(C(C)=O)CC3)cc1	2	-7
65	COc1ccc(-c2nnc(SCc3ccccc3F)o2)cc1OC	-2	-11
66	CC(C)NC(=O)c1cc(C2CCCCN2C(=O)OCCF)on1 (configuration not stated)	6	-2
67	COc1ccc(N(CC(=O)N/N=C/c2ccco2)S(=O)(=O)c2ccccc2)cc1Cl	2	-15
68	CC(=O)Oc1ccccc1C(=O)Oc1ccccc1C(=O)O	3	0
69	CN(C)CCCN(C(=O)c1ccco1)c1nc2c(F)cccc2s1	-5	13
70	C/C(=N\NC(=O)c1cc(-c2cccc(OC(C)C)c2)nc2ccccc12)c1cccnc1	0	-17
71	CC(=O)NCc1cn2c(C)csc2n1	-5	6
72	NC(Cc1ccc(Cl)cc1)c1csc(Nc2ccc(C(=O)c3ccccc3)cc2)n1 (configuration not stated)	14	28

Filtered by structure, those above containing an aryl thioether with sulfur outside any ring
#	Structure	H9c2 TAG inh DAPI viability	H9c2 TAG inh
10	CC1CC2(CC(C)(C(=O)CSc3n[nH]c(-c4ccccc4Cl)n3)OC2=O)C(=O)O1 (configuration not stated)	1	-10
19	COc1cccc(NC(=O)CSc2nnc(-c3cccnc3)o2)c1	3	-2
31	Cn1c2ccccc2c2nnc(SCC(=O)NCc3ccoc3)nc21	-10	0
34	CCSc1nnc(NC(=O)C2CCN(C(=O)c3ccc(F)cc3)CC2)s1	4	-2
43	COCCn1c(SCC(=O)NC2CCCC2)nc2cccnc21	-3	-8
44	Cc1cc(SCC(=O)c2ccc(O)c(O)c2)nc2ccccc12	-5	4
49	O=c1[nH]c(CSc2nnnn2-c2ccc(Cl)cc2)nc2ccccc12	4	-3
54	N#CC1(NC(=O)COC(=O)c2ccccc2SCC(=O)N2CCCC2)CCCCC1	1	-1
56	COc1ccc(-c2nc(SC(CC(=O)NCCO)c3cccs3)n[nH]2)cc1 (configuration not stated)	-1	0
65	COc1ccc(-c2nnc(SCc3ccccc3F)o2)cc1OC	-2	-11

(continued)
#	Structure	H9c2 TAG inh DAPI viability	H9c2 TAG inh
73	CN(CC(=O)Nc1ccccc1Br)C(=O)CCC1CCCC1	-6	-4
74	CC(C)(C)[C@H](N)C(=O)N[C@H]1CCC2C3CC=C4C[C@@H](O)CC[C@]4(C)C3CC[C@@]21C (some centres not stated)	1	2
75	NCC1OC(n2cnc3c(N)ncnc32)CC1O (configuration not stated)	5	-10
76	CCc1noc(C)c1C(=O)Nc1cc(S(=O)(=O)N2CCCCC2)ccc1N(C)C	0	-10
77	CCOCCCn1c(=S)[nH]c2cc(C(=O)N3CCC(C(N)=O)(N4CCCCC4)CC3)ccc2c1=O	-8	-3
78	CN1CCOC(=O)/C1=N/Nc1cc(Cl)ccc1Cl	13	0
79	CCN(CC)c1ccc(-c2nnc(SCC(=O)N(CCOC)c3c(N)n(CC(C)C)c(=O)[nH]c3=O)o2)cc1	-4	8
80	O=c1cc(O)nc(SCc2ccccc2Cl)[nH]1	-3	3
81	COC(=O)C1=C(C)N(C)C(C)=C(C(=O)OC)C1c1ccncc1	-8	28
82	O=[N+]([O-])c1ccc2nc(C3CCCCC3)[nH]c2c1	4	-3
83	COc1ccc(NC(=O)C(=O)NCC2CCCN2S(=O)(=O)c2cc(C)ccc2C)cc1 (configuration not stated)	-9	8
84	COc1cccc(CNC(=O)c2ccc(S(=O)(=O)N3CCOCC3)cc2)c1	2	-4
85	CC(=O)c1c(C)[nH]c(C(=O)NNC(=O)COc2cc(C)ccc2C(C)C)c1C	-6	2
86	Cc1ccc(CN2C(=O)C(Cc3ccccc3)Nc3ncnc(N4CCN(c5ccccc5)CC4)c32)cc1 (configuration not stated)	-9	-10
87	Cc1ccc2[nH]c(C)c(CCNC(=O)c3c(N)no[n+]3[O-])c2c1	0	14
88	CC(=O)Nc1cccc(/C(C)=N/NC(=O)c2cccc(S(=O)(=O)N3CCOCC3)c2)c1	8	0

6 compounds picked at random from those above, as already listed:
#	Structure	H9c2 TAG inh DAPI viability	H9c2 TAG inh
1	CC(=O)c1ccccc1NC(=O)COC(=O)/C=C/c1cccs1	2	-37
21	CCCCNC(=O)O[C@H]1C[C@@H]2CCN3C(=O)CCC[C@H]([C@H]1CC)[C@H]23	2	-6
68	CC(=O)Oc1ccccc1C(=O)Oc1ccccc1C(=O)O	3	0
10	CC1CC2(CC(C)(C(=O)CSc3n[nH]c(-c4ccccc4Cl)n3)OC2=O)C(=O)O1 (configuration not stated)	1	-10
87	Cc1ccc2[nH]c(C)c(CCNC(=O)c3c(N)no[n+]3[O-])c2c1	0	14
65	COc1ccc(-c2nnc(SCc3ccccc3F)o2)cc1OC	-2	-11
